pAkt inh: inhibitors of Akt phosphorylation; 0.32% of 360,000 active; Neuro2A IGF-stimulated pAkt S473 HTRF, 20 min; stronger effect = lower value; activity change, % for hits at 50 µM; in the data active means activity change below about -80%; inconclusive means mostly about -51% to -80%; further: on the % scale 0 is the no-effect control and ±100 the full control effect
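Neuro2A cells in DMEM with 0.5% FBS, overnight at 37 deg C, given compound at single 50 µM final, then IGF (6 nM final) for 20 min at 37 deg C. Lysed; phospho-Akt Ser473 by HTRF after 24 h, 665/615 ratio.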
A549 viability: kills or reduces viability of A549 cells in Nrf2 counter-screen; AID 504648; A549 ARE-Fluc cells, CellTiter-Fluor viability, 18-24 h; 0.16% of 390,000 active; Potency, µM (series often up to 46 µM), without a hit: at the top dose activity change, negative = cytotoxicity, usual class: inhibitors; further: potency means the concentration at half of the fitted maximal effect; on the % scale 0 is the no-effect control and ±100 the full control effect
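A549 ARE_Fluc cells in 5% FBS OPTI-MEM were exposed to compounds in concentration-response for 18-24 h at 37 deg C. Viability was read by CellTiter-Fluor fluorescence (Ex 405/Em 525) after 30 min, before the luciferase read.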
TGFb inhibitor: blocks TGF-b signaling; HepG2 CAGA-GFP TGF-b/SMAD3 reporter, GFP fluorescence, 18 h; TGF-beta stimulated, 500 pg/mL final; Potency, µM (titrated, usually from 46.1 µM), inactives show at the top dose activity, negative = inhibition, hits mostly inhibitors; 1.2% of 410,000 active; further: potency means the concentration at half of the fitted maximal effect; on the % scale 0 is the no-effect control and ±100 the full control effect; nearly all actives have a fitted effect of over 65% in size
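Inhibition was scored as loss of TGF-beta-induced (500 pg/mL final, 18 hours, 37 degrees C) GFP in HEPG2 cells carrying a CAGA-GFP reporter, in DMEM with 1% FBS. Well GFP was summed per cell; Activity was normalised to unstimulated and stimulated DMSO wells, then concentration-response fitting.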
Abeta rescue: A-beta toxicity reversal in yeast; yeast expressing A-beta42, growth rescue, OD600, 48 h; response scale: 0% DMSO, 100% iron-clioquinol control; Potency, µM (titrated, usually from 46.1 µM), without a hit: at the top dose growth rescue, hits mostly activators; 0.063% of 410,000 active; further: potency means the concentration at half of the fitted maximal effect; nearly all actives have a fitted effect of over 55% in size
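Yeast A-beta toxicity model in growth medium with pinned compounds, 48 h at 30 C; growth read as absorbance at 600 nm. Normalized to FeCl3/clioquinol equimolar mix (positive) and DMSO (negative).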
CCT modulator: changes cytosolic chaperonin activity | activity change, % (test concentration not listed), hits read low | purified chaperonin ATPase assay, HTRF ADP detection, 30 min | 0.3% of 360,000 active | AID 651819; in the data active means activity change below about -30%; further: on the % scale 0 is the no-effect control and ±100 the full control effect
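We incubate TRiC, 40 or 20 nM final, with library compounds at 76 uM and 10 uM ATP for 30 min at 37 °C. ADP formed is detected with Transcreener HTRF reagents after 30 min at room temperature.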
Nrf2 block: inhibitors of Nrf2 signaling. A549 ARE-Fluc reporter, luciferase luminescence, 18-24 h. Potency, µM (highest dose often 46 µM), for inactives: top-dose activity change, negative = inhibition, actives largely listed as inhibitors. 2.1% of 360,000 active. AID 504444; further: potency means the concentration at half of the fitted maximal effect; on the % scale 0 is the no-effect control and ±100 the full control effect; nearly all actives have a fitted effect of over 60% in size
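Quantitative HTS in A549 cells stably bearing an antioxidant response element-firefly luciferase construct. Inhibition of Nrf2-driven transcription was scored by luminescence after 18-24 h of compound exposure at 37 °C.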
Mm-Cpn inhibitor: inhibitors of Methanococcus maripaludis chaperonin (MmCpn); 0.031% of 330,000 active; purified Mm-Cpn ATPase, ADP Transcreener TR-FRET; Potency, µM (series often up to 76.9 µM), without a hit: at the highest dose activity, negative = inhibition, most hits filed as inhibitors; further: potency means the concentration at half of the fitted maximal effect; on the % scale 0 is the no-effect control and ±100 the full control effect; nearly all actives have a fitted effect of over 80% in size
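Reaction buffer contained 30 mM Tris pH 7.4, 100 mM KCl, 5 mM MgCl2 and 1 mM DTT. Mm-CPN (25 nM final) hydrolysed 10 uM ATP over 30 min at 37°C; ADP was read by HTRF.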
HepG2 viability: counter-screen for TGF-b inhibitors: cytotoxicity in HepG2 cells | HepG2 CAGA-GFP viability, ATP luminescence, 18 h | Potency, µM (series often up to 46.1 µM), without a hit: at the highest dose activity change, negative = cytotoxicity, hits mostly cytotoxic | 0.76% of 410,000 active; further: potency means the concentration at half of the fitted maximal effect; some results filed as inactive show a strong effect at the top dose
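CellTiter-Glo luminescence gave cytotoxicity after 18 hours at 37 degrees C. The cells were HepG2 CAGA-GFP in 1% FBS DMEM, stimulated with 500 pg/mL TGF-beta after compound addition. %Activity was normalised to no-cell wells (complete cell-killing) and DMSO (no toxicity), and curves were fitted and classified.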
Nrf2 ARE act: Nrf2 pathway activation; AREc32 ARE-luciferase reporter (MCF7-derived line), luminescence, 24 h; Potency, µM (titrated, usually from 46.1 µM), inactives show at the highest dose activation, actives largely listed as activators; 0.31% of 410,000 active; further: potency means the concentration at half of the fitted maximal effect; % of control where 0% means no effect; nearly all actives have a fitted effect of over 65% in size
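Reporter line AREc32 (ARE-Fluc), seeded overnight in OPTI-MEM with 5% FBS; compound pin-transferred, 24 hr at 37 deg C, 5% CO2; luminescent read-out.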
Numbers without * were called inactive; i = inactive; ? = inconclusive; . = no result given; [ ] = dose if it differs, or a comment. Unless noted, the call rests on the fitted dose curve; in most records, active means well fitted curve in the direction sought with a large enough effect; inconclusive means small, poorly fitted or top-dose-only effect, or another doubt; inactive means no such curve, though single readings can be large; an effect the other way counts as inactive or inconclusive. Outcome played no part in choosing rows; overall some 4.3% were active at least once.

Values run as follows: pAkt inh, A549 viability, TGFb inhibitor, Abeta rescue, CCT modulator, Nrf2 block, Mm-Cpn inhibitor, HepG2 viability, Nrf2 ARE act
1	COc1ccc(S(=O)(=O)N2CCC(C(=O)N3CCOCC3)CC2)cc1OC
  i, 1%, -1%, 9%, -1.5, 10%, 0%, 2%, -0.2%
2	CCc1nc2ccc(C(=O)NCCOc3ccc(OC)cc3)cn2c1N(CC)Cc1ccc(OC)c(OC)c1
  i, ., ?, -10%, -1.5, ., ., -40%, 6.1%
3	CC(=O)OC(COc1cccc(C)c1)Cn1cnc2ccccc21 (stereo not given)
  i, 3%, 5%, ?, -6.4, -2%, 1%, -1%, 2.9%
4	Cc1cccc(C)c1N1C(=O)C2ON(c3ccccc3)C(c3ccncc3)C2C1=O (stereo not given)
  i, 2%, 8%, -9%, -0.9, ?, 1%, 22%, 0.3%
5	Cc1ccc(NC(=O)C(C)n2nnc3sc4c(c3c2=O)CCCC4)cc1Cl (stereo not given)
  ., 0%, 1%, 2%, ., -18%, ., -14%, -1.2%
6	O=C(Cn1ncc2c([nH]c3ccccc32)c1=O)N1CCc2ccccc2C1
  i, 5%, 11%, 1%, -0.3, 3%, -15%, -10%, -0.9%
7	Cc1ccc(S(=O)(=O)N2CCC(=O)N([C@H](COCc3cccc(C(F)(F)F)c3)C(C)C)CC2)cc1
  i, ., ., -11%, -0.5, ., ., ., 0.8%
8	O=C(Cc1ccc(Br)cc1)NCCCn1ccnc1
  i, -4%, 3%, -7%, -1.1, ?, 0%, -2%, 0.0%
9	CC1=C(O)C(=O)C(C2=C(O)C(=O)C(C)=C(O)C2=O)=C(O)C1=O
  i, -1%, 16%, -23%, 2.5, -8%, ., -23%, -0.9%
10	Cc1ccc(CNC(=O)C2CCCN(c3ncnc4c3nc3n4CCCCC3)C2)cc1 (stereo not given)
  i, -4%, -1%, ., -2.8, -1%, -4%, 1%, 0.4%
11	Cc1c(O)nc(SCC(=O)Nc2nccs2)n(-c2ccccc2F)c1=O
  i, -2%, -4%, 9%, -3.7, 15%, 2%, 3%, -0.4%
12	C#Cc1cccc(C(=O)N(Cc2cccnc2)CC2CCCN(C3CCCCC3)C2)c1 (stereo not given)
  i, ., -4%, 9%, -2.5, ., ., -18%, -2.1%
13	CC1CC(C)(C)CC2(C1)NC(=O)N(CC(=O)N1CCN(S(=O)(=O)c3cccc(F)c3)CC1)C2=O (stereo not given)
  i, 3%, -5%, -11%, -1.6, -1%, 2%, -3%, -0.8%
14	Cc1ccc(CNC(=O)CSc2nc3ccccc3[nH]2)cc1
  i, 9%, 3%, -18%, 1.2, 3%, 0%, 2%, -0.1%
15	COc1ccc(-c2nc3ccccc3c(=O)n2CCCn2ccnc2)cc1
  i, -5%, -25%, 12%, 3.0, 9%, -1%, -9%, -0.1%
16	Cc1ccc(C2C(C#N)=C(N)Oc3cc4c(cc32)OCO4)cc1 (stereo not given)
  i, -14%, -12%, -15%, -0.1, 16%, -3%, -2%, -0.1%
17	COc1cc(NC2=CC(=O)CC(C)(C)C2)cc(OC)c1OC
  i, ?, 9%, 10%, 1.0, 7%, 1%, -8%, 1.5%
18	CC(=O)NC1C(=O)N=C(SCC(=O)NCc2ccccc2)NC1=O (stereo not given)
  i, 11%, -3%, 14%, 0.7, 5%, 0%, 6%, 0.2%
19	CCCN1CCC(=O)N([C@H](CSc2ccc(OC)cc2)CC(C)C)CC1
  i, 1%, -10%, -7%, -1.8, ?, 0%, -33%, 11%
20	Cc1onc(-c2ccccc2Cl)c1C(=O)Nc1ccc(CN2CCCC2)cc1
  i, -6%, -10%, 17%, 1.5, 13%, 0%, 4%, -0.4%
21	C[C@H](CO)N1C[C@H](C)[C@@H](CN(C)Cc2ccc(C(=O)Nc3ccccc3N)cc2)Oc2c(NC(=O)C3CCCCC3)cccc2C1=O
  i, -10%, -25%, 1%, -1.6, -2%, 2%, -22%, 18%
22	CC1(C)Cc2c(C#N)c(N)n(-c3ccccc3)c(=S)c2CO1
  i, 0%, -2%, -8%, 0.2, 11%, 0%, -10%, 0.2%
23	O=C(NCc1ccccn1)C1CCC(CNS(=O)(=O)c2cccc3nsnc23)CC1 (stereo not given)
  i, 5%, -3%, 2%, -0.6, -5%, -2%, 5%, -0.2%
24	FC(F)(F)c1ccc(NC2=NCCC2)cc1
  i, 15%, -12%, -4%, 0.3, -11%, -4%, -8%, -0.7%
25	Cc1cccc(C(=O)OCC(=O)N2CCC(c3ccccc3)=N2)c1O
  i, -2%, 11%, 7%, 3.9, -9%, 0%, -2%, 0.4%
26	COc1ccc2[nH]c(=O)c(CN(CCO)C(=O)c3cccs3)cc2c1
  i, -16%, 7%, -12%, 1.1, -10%, 2%, -13%, -0.1%
27	CC(O)(c1cccnc1)c1nc(-c2cccc3cccnc23)cs1 (stereo not given)
  i, ., -2%, 17%, 0.4, ., ., 4%, 0.4%[9.22 µM]
28	CC(C(=O)Nc1cccc([N+](=O)[O-])c1)N1C(=O)NC2(CCCC2)C1=O (stereo not given)
  i, 0%, -4%, -6%, 0.9, -12%, 1%, -2%, -0.1%
29	CCOC(=O)c1cccc(NC(=O)CCSCCc2ccccn2)c1
  ., 2%, -16%, 2%, ., ., ., -18%, -0.2%
30	O=C(Nn1c(-c2ccc(Br)cc2)nc2ccccc2c1=O)c1ccc([N+](=O)[O-])cc1
  i, -9%, ?, -7%, -2.6, -21%, 2%, -26%, 3.1%

Full records, quoted from the list:
`O=C(NCc1ccccn1)C1CCC(CNS(=O)(=O)c2cccc3nsnc23)CC1` (stereo not given) reads pAkt inh = i; A549 viability = 5%; TGFb inhibitor = -3%; Abeta rescue = 2%; CCT modulator = -0.6; Nrf2 block = -5%; Mm-Cpn inhibitor = -2%; HepG2 viability = 5%; Nrf2 ARE act = -0.2%
`Cc1onc(-c2ccccc2Cl)c1C(=O)Nc1ccc(CN2CCCC2)cc1` reads pAkt inh = i; A549 viability = -6%; TGFb inhibitor = -10%; Abeta rescue = 17%; CCT modulator = 1.5; Nrf2 block = 13%; Mm-Cpn inhibitor = 0%; HepG2 viability = 4%; Nrf2 ARE act = -0.4%

Other structures follow.
Values run as follows: pAkt inh, A549 viability, TGFb inhibitor, Abeta rescue, CCT modulator, Nrf2 block, Mm-Cpn inhibitor, HepG2 viability, Nrf2 ARE act
31	COc1ccc(Nc2nc(N)c(C(=O)c3ccc(OC)cc3)s2)cc1
  i, 2%, 13µM*, -8%, -5.6, ?, -2%, -153%, 0.3%
32	CC(C(=O)Nc1ccc2c(c1)OCO2)n1cnc2c1c(=O)n(C)c(=O)n2C (stereo not given)
  i, 1%, 23%, 2%, -1.9, 11%, 2%, 16%, 2.6%
33	CCCc1ccc(Oc2cn[nH]c2-c2ccc(O)cc2O)cc1
  i, -5%, ?, -93%[inhibitor], -15, ?, -4%, -60%, 1.0%
34	C=CCNC(=O)c1ccc(S(=O)(=O)CC)c(Cl)c1Cl
  i, -2%, -19%, -3%, 3.1, 10%, 0%, 3%, -0.1%
35	COc1ccccc1OCCNC(=O)C(CCSC)NS(=O)(=O)c1ccccc1F (stereo not given)
  i, 3%, 1%, 19%, -4.9, -14%, -1%, -1%, -0.2%
36	CCc1ccc2nc(N(Cc3cccnc3)C(=O)Cc3ccccc3)sc2c1
  ., -4%, 0%, -22%, ., ., ., -13%, -1.1%
37	Cc1cc2oc(=O)cc(CN3CCCCC3)c2cc1Cl
  i, ., 3%, -2%, -0.6, ., ., -24%, 0.0%
38	COc1cc(OC)cc(-c2c(C#Cc3ccsc3)c3cc(-c4ccc(N(C)C)nc4)ccc3n2C)c1
  i, 3%, 7%, -6%, 1.7, -5%, 1%, -4%, -0.2%
39	CC1CCCC(NC(=O)CCNC(=O)c2ccc(Cl)cc2)C1C (stereo not given)
  i, 0%, 0%, 1%, 1.6, 3%, 0%, 4%, -0.1%
40	CCN1CCN(C(=O)c2ccc3nc(-c4ccccc4)c(-c4ccccc4)nc3c2)CC1
  i, 0%, 1%, -9%, -3.6, 2%, 2%, 4%, -0.3%
41	Cc1ccc(-n2ncc3c2CC(C)(C)CC3NC(=O)CCc2c(C)noc2C)cc1 (stereo not given)
  i, -4%, -2%, 1%, 1.7, -17%, 2%, 1%, -0.4%
42	COc1ccc(OC)c(NS(=O)(=O)c2c(C(=O)N3CCCCCC3)c(C)n(C)c2C)c1
  i, -11%, 5%, 0%, 1.6, 2%, 0%, 2%, -0.7%
43	CC1CCCCC12NC(=O)N(CC(=O)N(C)Cc1nc3ccccc3c(=O)[nH]1)C2=O (stereo not given)
  i, 16%, 11%, -11%, 1.0, -3%, 1%, -18%, 0.2%
44	COc1nc(C)ccc1-c1noc(-c2cccs2)n1
  i, 2%, ?, -23%, -1.2, ?, -2%, -30%, ?
45	COc1cc(Cl)c(C)cc1NC(=O)c1cn(C2CCCC2)c(=O)c2c1c1ccccc1n2C
  ., 0%, 0%, 2%, ., 3%, ., 3%, -0.8%
46	COc1cccc(C(=O)NCCS(=O)(=O)N2CCCC(C)C2)c1 (stereo not given)
  i, ., -11%, -9%, -0.4, ., ., -8%, -2.2%
47	COc1ccc(S(=O)(=O)Nc2ccccc2C(=O)N2CCOCC2)cc1F
  i, -2%, -9%, -6%, -0.1, 2%, 3%, -1%, -2.0%
48	COc1cc(CN(C(=O)c2cccc(Cl)c2)c2ccccn2)cc(OC)c1OC
  ., 0%, ?, -19%, ., -15%, ., 1%, 1.0%
49	COC(=O)Cn1c(=O)sc2ccccc21
  i, ., 1%, -2%, -2.5, 8%, 0%, -19%, -0.1%
